# RGS4-Gao reg: modulates binding of RGS4 to human Galphao. binding response (% of control), % at 10 µM. Multiplexed bead flow cytometry; actives lie on both sides. hit rate 0.33% among 220,000. AID 1415; in the data active = binding response below about 49% or above about 150%; inactive = in between;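 note: fluorescent Galphao activated with aluminum fluoride binding bead-coupled RGS4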
# Target sequence (P09471 whole entry, looked up): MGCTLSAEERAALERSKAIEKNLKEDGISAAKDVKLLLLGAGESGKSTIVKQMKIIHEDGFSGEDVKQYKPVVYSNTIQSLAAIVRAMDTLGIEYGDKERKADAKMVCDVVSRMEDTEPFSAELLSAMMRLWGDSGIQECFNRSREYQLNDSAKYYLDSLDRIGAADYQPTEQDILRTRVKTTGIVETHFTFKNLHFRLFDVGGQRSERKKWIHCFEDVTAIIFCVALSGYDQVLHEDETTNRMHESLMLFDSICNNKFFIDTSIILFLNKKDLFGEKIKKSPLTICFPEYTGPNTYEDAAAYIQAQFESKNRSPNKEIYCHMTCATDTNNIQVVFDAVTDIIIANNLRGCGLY
# RGS7-Gao: human RGS7-Galphao interaction regulation; P09471; Multiplexed bead flow cytometry, RGS7-Galphao binding; actives lie on both sides; binding response (% of control), % at 10 µM; hit rate 0.35% among 220,000; in the data active = binding response below about 49% or above about 150%; inconclusive = no clear call, values can overlap the other calls; inactive = in between;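 note: fluorescent Galphao held in activated GDP-AlF4 state binding bead-coupled RGS7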
# RGS8-Gao: human RGS8-Galphao interaction regulation; P09471; multiplexed bead flow cytometry, RGS8-Galphao binding; actives lie on both sides; response (percent of control binding), % at 10 µM; hit rate 0.34% among 220,000; AID 1423; in the data active = response below about 60% or above about 140%; inactive = in between;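 note: Galphao activated as the GDP aluminium fluoride complex binding bead-coupled RGS8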
# * hit, by the source's call; ? = inconclusive; . = no result given.
SMILES,RGS4-Gao reg,RGS7-Gao,RGS8-Gao
COc1ccc2c(c1OC)C(=O)OC2n1c(O)c(N=NC(C)=O)c2ccccc21 (stereo not drawn),104,?,100
Cc1cc(C)n2nc(C(=O)Nc3cccc(S(=O)(=O)N4CCCC4)c3)nc2n1,100,?,100
CCCCn1c(-c2ccco2)nc2oc3ccccc3c(=O)c2c1=O,93,?,97
CCCCCCN(C(=O)CCCCCN1C(=O)NC(c2ccc(-c3ccccc3)cc2)C(C(=O)OCc2ccccc2)=C1C)C(C(=O)NCCCC)c1ccc(-c2ccccc2)cc1 (stereo not drawn),103,?,100
NS(=O)(=O)c1cccc(NC(=O)CSc2ncnc3ccccc23)c1,99,?,99
Cc1ccc([N+](=O)[O-])cc1NC(=O)Nc1onc(C)c1C,90,?,100
Cc1cc(C)n(NC(=S)NC2CCCCC2)c(=O)c1C#N,94,?,101
Cn1nccc1NC(=O)CC1(CC(=O)O)CCCCC1,106,?,101
c1ccc(N2CC3CCc4ccccc4C3=N2)cc1 (stereo not drawn),101,?,101
CSc1nc(SCC(=O)O)c2c3c(sc2n1)COC(C)(C)C3,89,?,99
FC(F)(F)c1cnc(N/N=C/c2ccncc2)c(Cl)c1,115,?,108
Cc1ccc2c(c1)COc1c3ccc(C(=O)NCCO)cc3nn1-2,101,?,100
CCCCNC(=O)c1cc2cccc([N+](=O)[O-])c2[nH]1,110,?,107
O=C(O)CC1(CC(=O)Nc2cccc(C(F)(F)F)c2)CCCC1,94,?,96
NC(=NC(=O)c1ccc(OCC(F)(F)F)nc1)c1ccc(Cl)cc1,106,?,105
CNC(=O)Nc1cc(C(F)(F)F)cc(C(F)(F)F)c1,100,?,103
COCc1cc(=O)oc2cc(NS(=O)(=O)c3ccc(C)cc3)ccc12,101,?,100
Nc1c2nc(-c3ccccc3Cl)[nH]c(=O)c2nc(=O)n1-c1ccccc1,99,?,100
CSc1sc(-c2ccnc(SCC(=O)C(C)(C)C)n2)c2c1C(=O)CC(C)(C)C2,101,?,101
Nc1c(C(=O)N/N=C/c2cccnc2)oc2nc(-c3ccco3)cc(-c3ccco3)c12,92,.,95
C/C(=N\NC(=O)c1cc(C)nc2ccccc12)c1cccs1,104,?,101
CC1(CO)COC(c2ccccc2)=N1 (stereo not drawn),102,?,103
C1CCCCCC(=NNc2nn[nH]n2)CCCCC1,103,?,103
COC(=O)c1ccc(NCC(=O)Nc2cc(C)cc(C)c2)cc1,98,?,101
CC(C)C(OC(=O)c1ccccc1)c1nccc2ccccc12 (stereo not drawn),92,?,95
COc1ccc(C(CC(=O)N2CCCC(C)C2)c2c(O)cc(OC)cc2OC)cc1 (stereo not drawn),100,?,103
COc1cc(C2OC(=O)c3ccccc3S2)cc(OC)c1OC (stereo not drawn),106,?,102
COc1ccc(C2=NN(C(=O)c3ccco3)C(c3cc4ccccc4nc3Cl)C2)cc1 (stereo not drawn),98,?,105
CCOc1ccc(N=C(/C(C(=O)C(=O)N2CCOCC2)=C(/O)c2ccccc2)c2ccccc2)cc1,99,?,103
O=C(Nc1ccc2c(c1)OCO2)c1ccc(=O)[nH]n1,104,?,102
CC(C)c1ccc(/C=C(\NC(=O)c2ccccc2)C(=O)NCCCN2CCOCC2)cc1,90,?,96
O=C(O)c1ccc(Cl)c(S(=O)(=O)N2CCCC2)c1,107,?,97
COc1cc(OC)cc(C(=O)Oc2c(CN3CCOCC3)cc(Cl)c3cccnc23)c1,101,?,98
CCCc1nc(-c2cc3ccccc3[nH]c2=O)no1,111,?,106
CCCCC1=CC2=C(c3ccco3)C(=O)C(C)(OC(=O)c3ccc(OC)cc3)C(=O)C2=CN1Cc1ccco1 (stereo not drawn),99,?,101
C=C(C)C(=O)Nc1cccc(C2=NOC3(C2)C[C@@H](C(N)=O)N(C(=O)[C@H]2CCC(=O)N2)C3)c1 (stereo partly drawn),98,?,99
Cc1ccc(NNC(=O)c2c(F)cccc2Cl)cc1C,91,?,97
O=C(NCCNc1nccc(C(F)(F)F)n1)c1cccs1,90,?,96
Cn1nc(C(F)(F)F)c(-c2cccc(C(F)(F)F)c2)c1NC(=O)c1ccco1,107,?,104
COC(C[C@H]1O[C@H]1[C@@H](O)[C@@H](C)OCc1ccccc1)OC,105,?,102
O=c1cnnc(N/N=C/c2ccc3c(c2)OCO3)[nH]1,102,?,102
Cc1ccc(S(=O)(=O)CC(=O)Nc2ccc(F)c(F)c2F)cc1,-12*,?,9.2*
O=C(NC1(O)C(=O)c2ccccc2C1=O)c1c(Cl)cccc1Cl,102,?,98
Cc1cc(C)cc(NC(=S)N(C)C)c1,104,?,101
CC(=O)/C(=C\N(C)C)Sc1ccc(C)cc1,100,?,102
O=C(CN1C(=O)c2ccccc2S1(=O)=O)c1ccc2c(c1)OCCCO2,104,?,103
C/C(=N\NC1=NCCN1)c1ccc(Cl)cc1,101,?,96
Cc1cccc(C2C3=C(CCCC3=O)N=C3c4ccccc4C(=O)C32)c1 (stereo not drawn),110,?,103

# Record cards, as listed above.
# COC(C[C@H]1O[C@H]1[C@@H](O)[C@@H](C)OCc1ccccc1)OC is listed as RGS4-Gao reg: 105; RGS7-Gao: ?; RGS8-Gao: 102
# O=C(CN1C(=O)c2ccccc2S1(=O)=O)c1ccc2c(c1)OCCCO2 is listed as RGS4-Gao reg: 104; RGS7-Gao: ?; RGS8-Gao: 103
# O=C(NC1(O)C(=O)c2ccccc2C1=O)c1c(Cl)cccc1Cl is listed as RGS4-Gao reg: 102; RGS7-Gao: ?; RGS8-Gao: 98

# Following part.
SMILES,RGS4-Gao reg,RGS7-Gao,RGS8-Gao
O=C(/C=C/c1ccccc1)N(Cc1cccs1)C1CCS(=O)(=O)C1 (stereo not drawn),129,?,116
CC[C@H](C)[C@H](NC(N)=O)C(=O)Nc1ccc(S(=O)(=O)NC(C)C)cc1,98,?,101
Cc1ccc(NCC(=O)N/N=C/c2ccc(C(=O)O)cc2)cc1,101,?,98
COc1ccc(N=Nc2cc(C)ccc2O)cc1,100,?,100
CCCCSc1cc(=O)[nH]c(N)n1,100,?,102
Nc1sc(-c2ccccc2)cc1C(=O)N/N=C/c1ccc(Cl)cc1,102,?,100
N/C(=N\O)c1ccncc1,100,?,103
O=C(NC(=S)Nc1ccc(Cl)cc1)c1ccccc1,102,?,102
C=C1CCN(Cc2ccccc2)S(=O)(=O)c2ccccc21,78,?,85
Cc1ccc(CNC(=O)C2CC3Cn4c(nc5cc(Cl)c(Cl)cc54)C3N2C)o1 (stereo not drawn),98,?,98
COCCCNC(=S)N/N=C/c1cccc(OC)c1O,97,?,105
CCc1c(C(=O)OCc2ccccc2)[nH]c(C)c1C,100,?,100

# In the list so far, 6 contain a CF3 group.
SMILES,RGS4-Gao reg,RGS7-Gao,RGS8-Gao
FC(F)(F)c1cnc(N/N=C/c2ccncc2)c(Cl)c1,115,?,108
O=C(O)CC1(CC(=O)Nc2cccc(C(F)(F)F)c2)CCCC1,94,?,96
NC(=NC(=O)c1ccc(OCC(F)(F)F)nc1)c1ccc(Cl)cc1,106,?,105
CNC(=O)Nc1cc(C(F)(F)F)cc(C(F)(F)F)c1,100,?,103
O=C(NCCNc1nccc(C(F)(F)F)n1)c1cccs1,90,?,96
Cn1nc(C(F)(F)F)c(-c2cccc(C(F)(F)F)c2)c1NC(=O)c1ccco1,107,?,104

# Continuation.
SMILES,RGS4-Gao reg,RGS7-Gao,RGS8-Gao
CCOC(=O)N1CCc2c(sc3nc[nH]c(=O)c23)C1,97,?,100
COC(=O)c1sccc1NC(=O)CC1C(=O)NCCN1C(=O)c1ccccc1 (stereo not drawn),99,?,100
O=C(c1cc2c(s1)-c1ccccc1S(=O)(=O)C2)N1CCCC1,100,?,102
O=C(NCCc1ccc(Cl)cc1)c1cc(-c2ccncc2)nc2ccccc12,100,?,102
N#CN(Cc1ccccc1)Cc1ccccc1,100,?,100
COc1ccc(C(CCN2CCCC2)c2c(O)cc(OC)cc2OC)cc1 (stereo not drawn),100,?,102
O=C(O)c1ccc(N/N=C/c2cc3cc4c(cc3nc2Cl)OCCO4)cc1,86,?,97
Cc1ccc(C(=O)N2CCC3(CC2)Oc2ccc(Cl)cc2C(=O)C32CC(c3cccnc3)=NO2)s1 (stereo not drawn),100,?,101
COc1ccccc1OCC(O)CNCc1ccc2c(c1)OCO2 (stereo not drawn),100,?,100
CCCCC1=CC2=CC(=O)C(C)(OC(=O)CC)C(=O)C2=CN1CCN1CCOCC1 (stereo not drawn),100,?,97
CCCc1c(C(=O)Nc2cc(C(C)(C)C)on2)cnn1-c1ccccc1,92,?,98
N#C/C(C(N)=O)=C1/SC(Cc2ccc(F)cc2)C(=O)N1c1ccccc1 (stereo not drawn),101,?,102
CSCCC(NC(=O)c1ccc(Cl)cc1Cl)C(=O)OCC(N)=O (stereo not drawn),99,?,99
C/C(N)=C(/C#N)C(=O)COC(=O)c1ccc(NC(N)=O)cc1,89,?,92
CCOC(=O)c1cn2nc(Oc3ccc(C(=O)OC)cc3)ccc2n1,97,.,104
NC(=S)N/N=C/c1c(O)c(Br)cc2oc3c(c12)CCCC3,96,?,99
COC(=O)c1ccc(CSc2nnc3c(n2)[nH]c2ccccc23)cc1,89,?,94
COc1cccc(Cc2n[nH]c(=S)n2Cc2ccco2)c1,97,?,101
CNC(=O)n1cc(C)c(-c2cccs2)n1,98,?,98
Cn1c(=O)c2c(O)c(Cc3ccccc3)c(=O)n(C)c2n(C)c1=O,98,?,102
Nn1c(SCc2cccc(Cl)c2)nnc1-c1ccncc1,104,?,103
O=C(NC(=O)c1ccccc1O)c1ccc2c(c1)CCO2,102,?,106
O=c1ccn(Cc2ccccc2)c2ccccc12,103,?,101
CCN1CCN(c2c(/C=C3\SC(=S)N(Cc4ccco4)C3=O)c(C)c(C#N)c(=O)n2C)CC1,100,?,99
CC(C)(C)c1nc(Sc2ncccc2[N+](=O)[O-])n[nH]1,105,?,100
COc1ccc(CCNC(=O)COc2ccccc2[N+](=O)[O-])cc1OC,92,?,96
O=C(CCN1C(=O)C2CCCCC2C1=O)Nc1nc(-c2ccccc2)cs1 (stereo not drawn),92,?,98
O=C(CSc1n[nH]c(=O)[nH]c1=O)c1ccc([N+](=O)[O-])cc1,90,?,94
CCN(CC)c1ccc(CNc2nc3ccccc3n2C(C)C)cc1,101,?,99
COC(=O)[C@H](C)NC(=O)NCc1ccccc1,94,?,100
O=C(/C=C/c1ccc(Cl)cc1)NC(=S)Nc1ccccc1C(=O)O,102,?,103
CC1=C(C(=O)OC2CCCC2)C(c2coc3ccccc3c2=O)C2=C(CC(C)(C)CC2=O)N1 (stereo not drawn),97,?,100
S=C(NCCc1ccccn1)Nc1cc(Cl)cc(Cl)c1,102,?,99
Cc1c(C(=O)NCCSCc2cccc(C(F)(F)F)c2)cnn1-c1ccc(F)cc1,106,?,102
Cc1ccccc1NC(=S)N/N=C/c1ccc(O)cc1O,103,?,100
CCOc1cc([N+](=O)[O-])c2nc(N)sc2c1,100,?,100
CCO[C@H]1OC(C(=O)NC2CC2)=C[C@@H](c2ccccc2)[C@@H]1CCCO,114,?,102
COc1cc(-c2ccc(NC(C)=O)c(OC)c2)ccc1NC(C)=O,100,?,101
Cc1ccccc1/C=C/c1nc2ccccc2c(=O)[nH]1,7.3*,?,42*
COCCOC(=O)c1nccnc1C(=O)Nc1ccc(S(=O)(=O)N2CCOCC2)cc1,100,?,102
O=C1C(=O)c2ccccc2C(O)=C1c1ccccc1F,104,?,102
O=C(COc1cccc2cccnc12)N/N=C/c1cccn1-c1ccc(F)cc1,90,?,99
C/C(Cc1ccccc1)=N\NC(=O)CNC(=O)c1ccc(Cl)cc1,100,.,106
COc1ccc(C2Nc3ccccc3C(=O)N2Cc2ccccc2)cc1CN1CCOCC1 (stereo not drawn),98,?,98
Oc1ccccc1-c1cc(C(F)(F)F)[nH]n1,97,?,98
CN(C)/C=C(\C#N)C(=O)Nc1ccc(F)c(Cl)c1,101,?,99
O=C(/C=C/c1ccccc1)N(Cc1cccc(Cl)c1)C1CCS(=O)(=O)C1 (stereo not drawn),103,?,101
N#CCNc1ccc([N+](=O)[O-])cc1C#N,99,?,96
COc1ccc(C(=O)NCc2ccc3c(c2)CCO3)cc1,94,?,97
NS(=O)(=O)c1ccc(NC(=O)COC(=O)c2cc(Cl)ccc2[N+](=O)[O-])cc1,102,?,101
Cc1ccc(C=C2C(Cl)=C(Cl)C(Cl)=C2Cl)cc1,94,?,93
O=C(COC(=O)c1cnccn1)c1cccc([N+](=O)[O-])c1,95,?,97
O=C(N/N=C/c1ccc([N+](=O)[O-])o1)c1ccc(NS(=O)(=O)c2cccs2)cc1,102,?,102
N#Cc1c(Nc2ccccc2)s[nH]c1=O,100,?,99
O=c1c(C=NCC2CCCO2)c(-c2ccccc2)[nH]n1-c1ccc([N+](=O)[O-])cc1 (stereo not drawn),103,?,101
CCOC(=O)C1=NNC2(c3ccc(C)cc3)C(=O)N(c3ccccc3)C(=O)C12 (stereo not drawn),99,?,103
COc1ccc(C(=O)O)cc1S(=O)(=O)NC(C)C,112,?,107
Cc1ccc(-c2ccc(C(=O)O)o2)cc1Cl,96,?,100
Cc1ccc(OCCC(=O)O)cc1,99,?,100
CCCc1nc(SCC(=O)N2CCC(C)CC2)c2c(=O)n(C)c(=O)n(C)c2n1,98,?,98
C#CCn1c(=NC(=O)CN2C(=O)CCC2=O)sc2cccc(OC)c21,94,?,93
Cc1onc(-c2c(Cl)cccc2Cl)c1/C(N)=N/OC(=O)C(C)(C)C,100,?,101

# Assay outcomes: PubChem, NMMLSC

# Only part of the results is shown; count on the stated rates, not on these rows.
